A549 tox: A549 cytotoxicity, counter-screen for Nrf2 inhibitors. A549 ARE-Fluc cells, CellTiter-Fluor viability, 18-24 h. Potency, µM (doses to about 46 µM), inactives show top-dose activity change, negative = cytotoxicity, most hits filed as inhibitors. 390,000 tested, 0.16% active. AID 504648; further: potency means the concentration at half of the fitted maximal effect; on the % scale 0 is the no-effect control and ±100 the full control effect
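Cytotoxicity counterscreen: CellTiter-Fluor fluorescence was measured in A549 ARE_Fluc cells after 18-24 h of compound exposure in a concentration series. The subsequent BugLite luminescent read reports ARE-luciferase activity.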
IL-2 act: activates IL-2 in a cell-based reporter assay; IL-2 activation reporter assay, cell-based qHTS; stimulated with anti-CD3/CD4/CD28 beads; in transgenic mouse T cells; activation, % (series mostly up to about 46 µM); 360,000 tested, 0.065% active; AID 652025; in the data active means activation above about 50%; inconclusive means mostly about 30% to 49%; further: 0% is about no effect
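Unstimulated transgenic mouse T cells preincubated 60 min with compound, then stimulated with anti-CD3/anti-CD4-coated beads plus anti-CD28 for 18 h at 37 degrees C. IL-2 response read as EGFP and DsRed fluorescence by plate cytometry.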
Nrf2 activator: activators of Nrf2 (ARE) signaling. AREc32 ARE-luciferase reporter (MCF7-derived line), luminescence, 24 h. Potency, µM (titrated, usually from 46.1 µM), inactives show at the highest dose activation, usual class: activators. 410,000 tested, 0.31% active. AID 624171; further: potency means the concentration at half of the fitted maximal effect; % of control where 0% means no effect; nearly all actives have a fitted effect of over 65% in size
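AREc32_Fluc, 1000 cells/well, OPTI-MEM + 5% FBS, o/n 37 deg C 5% CO2; 23 nL cpd by pin tool, 24 hr; Steady-Glo 30 min RT, luminescence.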
EPAC2 agonist: activates human EPAC2 exchange factor | Q8WZA2 | EPAC2 activation, biochemical qHTS; response scale: 100% = 6.5 mM cAMP response | Potency, µM (titrated, usually from 154 µM), without a hit: top-dose activation, usual class: activators | 360,000 tested, 0.079% active | AID 720711; further: potency means the concentration at half of the fitted maximal effect; nearly all actives have a fitted effect of over 50% in size
Target sequence (Q8WZA2 whole entry, looked up): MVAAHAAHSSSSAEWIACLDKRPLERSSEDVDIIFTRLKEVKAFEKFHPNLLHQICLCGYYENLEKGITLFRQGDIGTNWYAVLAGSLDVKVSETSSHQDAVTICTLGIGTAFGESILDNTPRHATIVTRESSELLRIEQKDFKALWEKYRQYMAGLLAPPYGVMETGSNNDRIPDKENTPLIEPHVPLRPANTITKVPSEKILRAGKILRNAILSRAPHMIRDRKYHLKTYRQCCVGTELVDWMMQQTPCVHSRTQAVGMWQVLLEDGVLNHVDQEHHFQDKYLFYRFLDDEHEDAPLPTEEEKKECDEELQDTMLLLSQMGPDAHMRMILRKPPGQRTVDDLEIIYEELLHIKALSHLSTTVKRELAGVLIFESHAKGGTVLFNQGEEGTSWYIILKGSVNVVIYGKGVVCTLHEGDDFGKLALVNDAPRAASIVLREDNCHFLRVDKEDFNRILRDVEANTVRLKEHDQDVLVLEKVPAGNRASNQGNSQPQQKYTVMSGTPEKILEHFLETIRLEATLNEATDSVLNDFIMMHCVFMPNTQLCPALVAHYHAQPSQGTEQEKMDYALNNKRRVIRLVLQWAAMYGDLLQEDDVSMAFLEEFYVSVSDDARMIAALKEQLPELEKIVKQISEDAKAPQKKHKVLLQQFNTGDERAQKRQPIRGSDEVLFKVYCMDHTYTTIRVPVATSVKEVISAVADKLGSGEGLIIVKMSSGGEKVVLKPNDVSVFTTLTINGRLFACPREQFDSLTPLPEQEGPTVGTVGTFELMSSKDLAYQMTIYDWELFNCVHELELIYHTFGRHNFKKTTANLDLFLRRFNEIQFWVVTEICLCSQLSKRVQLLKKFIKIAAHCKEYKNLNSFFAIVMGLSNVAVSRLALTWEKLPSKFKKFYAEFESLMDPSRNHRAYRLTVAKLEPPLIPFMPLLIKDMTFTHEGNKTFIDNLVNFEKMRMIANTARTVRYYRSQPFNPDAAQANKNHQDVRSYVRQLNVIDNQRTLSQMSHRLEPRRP
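Guanine nucleotide exchange by EPAC2 is measured as reduced fluorescence of BODIPY-GDP once it is released from 250 nM Rap1B. Plates are read kinetically for 30 min at room temperature; results are scaled to 6.5 mM cAMP.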
ATXN2 expr inh: inhibitors of ATXN2 expression. HEK-293 ATXN2-luciferase reporter, luminescence, 24 h. Potency, µM (doses to about 57 µM), for inactives: at the top dose activity change, negative = inhibition, actives largely listed as inhibitors. 360,000 tested, 0.72% active; further: potency means the concentration at half of the fitted maximal effect; on the % scale 0 is the no-effect control and ±100 the full control effect; nearly all actives have a fitted effect of over 55% in size
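ATXN2-luciferase reporter cells (luciferase flanked by upstream and downstream ATXN2 gene portions) were treated 24 h at 37 °C with compounds at up to 57 uM. SteadyGlo luminescence gave expression; GF-AFC fluorescence gave viability.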
HepG2 viability: HepG2 cytotoxicity, counter-screen for TGF-b inhibitors; HepG2 CAGA-GFP viability, ATP luminescence, 18 h; Potency, µM (doses to about 46.1 µM), without a hit: at the top dose activity change, negative = cytotoxicity, hits mostly cytotoxic; 410,000 tested, 0.76% active; AID 588856; further: potency means the concentration at half of the fitted maximal effect; some results filed as inactive show a strong effect at the top dose
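HepG2 CAGA-GFP cells (1000/well, DMEM with 1% FBS) received compound, then TGF-beta at 500 pg/mL final, and were incubated 18 hours at 37 degrees C. Viability was read by CellTiter-Glo luminescence. Media-only wells were set as complete cell-killing and DMSO as no toxicity.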
Nrf2 block: Nrf2 pathway inhibition; Potency, µM (series often up to 46 µM), without a hit: at the top dose activity change, negative = inhibition, most hits filed as inhibitors; A549 ARE-Fluc reporter, luciferase luminescence, 18-24 h; 360,000 tested, 2.1% active; further: potency means the concentration at half of the fitted maximal effect; on the % scale 0 is the no-effect control and ±100 the full control effect; nearly all actives have a fitted effect of over 60% in size
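Concentration-response testing used A549 ARE_Fluc cells at 5000 cells/well. Following an 18-24 h compound incubation, viability was read by fluorescence (Ex 405/Em 525) and luciferase output by luminescence.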
TGFb SMAD3 inh: inhibitors of TGF-b signaling. HepG2 CAGA-GFP TGF-b/SMAD3 reporter, GFP fluorescence, 18 h; TGF-beta stimulated, 500 pg/mL final. Potency, µM (titrated, usually from 46.1 µM), without a hit: top-dose activity, negative = inhibition, most hits filed as inhibitors. 410,000 tested, 1.2% active. AID 588855; further: potency means the concentration at half of the fitted maximal effect; on the % scale 0 is the no-effect control and ±100 the full control effect; nearly all actives have a fitted effect of over 65% in size
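TGF-beta reporter screen: HEPG2 CAGA-GFP, 1% FBS, 500 pg/mL TGF-beta final, 18 h; per-cell GFP summed per well; curves fitted and categorized by class.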
ATXN viability: viability counter-screen for ATXN expression inhibitors; S2 cells (HEK-293 line with an ATXN2-luciferase reporter) viability, CellTiter-Fluor protease fluorescence, 24 h; 400,000 tested, 0.49% active; Potency, µM (top dose mostly 56.7 µM), hits mostly cytotoxic; further: potency means the concentration at half of the fitted maximal effect; nearly all actives have a fitted effect of over 40% in size
* hit, by the source's call; i = inactive; ? = inconclusive; . = not tested or not shown; & = joins results of further samples; [ ] = dose if it differs, or a comment. Unless noted, the call rests on the fitted dose curve; in most records, active means well fitted curve in the direction sought with a large enough effect; inconclusive means small, poorly fitted or top-dose-only effect, or another doubt; inactive means no such curve, though single readings can be large; an effect the other way counts as inactive or inconclusive.

cpd	molecule	A549 tox	IL-2 act	Nrf2 activator	EPAC2 agonist	ATXN2 expr inh	HepG2 viability	Nrf2 block	TGFb SMAD3 inh	ATXN viability
1	O=C(Nc1ccc2oc(-c3cc(Br)ccc3Cl)nc2c1)c1cc2ccccc2o1	-19.5%	.	13.8%	.	.	-2.0%	?	12.5%	.
2	Cc1cc(OCC(=O)Nc2cccnc2)c2c(C)c(C)c(=O)oc2c1	-3.0%	-2.1	-0.7%	3.1%	-4.1%	7.7%	6.4%	10.0%	i
3	CC1CCN(c2ncnc3c2cnn3Cc2ccc(Cl)cc2)CC1	-6.9%	0.2	2.1%	13.1%	4.9%	-7.2%	?	3.8%	i
4	Nc1nc(NCc2ccccc2)c2[nH]cnc2n1	1.9%&3.2%	.	.	.	.	-16.7%&-1.3%	?	-18.9%&-1.4%	.
5	CNc1nc(C)cc(C)c1S(=O)(=O)c1ccc(C)cc1	-2.8%	-0.7	2.9%	16.5%	-12.7%	-22.4%	.	-5.1%	i
6	Cc1ccc(CN2CCCn3nc(C(=O)NCc4ccccc4Cl)cc3C2=O)cc1	1.4%	.	-0.6%	.	-27.7%	-29.5%	.	?	i
7	CC(=O)Nc1ccc2c(CSc3nncs3)cc(=O)oc2c1	-8.7%	0.6	0.0%	4.0%	0.0%	-25.0%	-12.7%	0.5%	i
8	Cc1ccc(C(=O)NN=CC(=O)c2ccccc2)c(C)c1	11.7%	0.6	0.1%	7.7%	.	-12.9%	?	5.3%	i
9	COC(=O)c1cc(N=CC2=C(O)CC(C)(C)CC2=O)cc(C(=O)OC)c1	16.0%	0.5	-0.7%	9.6%	.	-0.6%	?	-1.0%	?
10	O=C(NCCS(=O)(=O)N1CCN(c2ccccc2F)CC1)C1CC(=O)N(c2ccc(F)cc2)C1 (centres undefined)	1.1%&-1.3%	-0.2	0.2%&-0.4%	4.8%	.	12.1%&-6.8%	?	10.5%&-3.9%	i
11	CCOC(=O)C1=C[C@@H](CC)N(S(=O)(=O)c2ccc(C)cc2)[C@H]1c1cccc(Cl)c1	.	-0.5	0.5%	6.1%	-9.8%	-37.0%	.	?	?
12	CCCNC(=O)Cn1cnc2sc(C(=O)N3CCN(CCC)CC3)c(C)c2c1=O	-0.7%	0.4	-0.1%	-2.6%	-0.3%	-6.1%	10.2%	-0.8%	i
13	N=C(N)SCc1ccccc1Cl	?	-0.8	2.7%	-1.9%	2.9%	-4.0%	11.3%	-16.7%	i
14	O=C(c1cc(C2CC2)on1)N1CCCC(N2CCN(c3cccc(C(F)(F)F)c3)CC2)C1 (centres undefined)	0.9%	-1.0	2.3%	-1.0%	-12.9%	-20.4%	-18.0%	?	i
15	Cc1ccc(N2CC(C(=O)NCC3CCCO3)CC2=O)cc1Cl (centres undefined)	4.9%	0.6	-0.2%	-3.8%	1.4%	-0.1%	11.8%	1.5%	i
16	O=C(Cc1ccc(Nc2nc3ccc(Br)cc3[nH]2)cc1)NCCc1cccs1	-5.0%	-0.4	5.6%	-10.7%	-27.5%	-34.8%	11.8%	?	?
17	O=C(CN1CCN(S(=O)(=O)c2ccccc2)CC1)NCCc1ccccc1	5.4%	-0.6	-0.1%	10.1%	-7.9%	25.1%	2.0%	-4.7%	i
18	COc1cc(C2NC(=O)NC(C)=C2C(=O)OCC2CCCCC2)cc(Cl)c1O (centres undefined)	1.5%	0.7	4.0%	20.1%	-3.7%	-66.6%	2.1%	-17.1%	i
19	CCCCc1nc2sc3c(=O)[nH]cnc3c2c2c1CCCC2	-7.1%	2.4	0.3%	-2.9%	-24.0%	-0.4%	0.8%	3.4%	i
20	c1ccc2c(c1)ccc1ccccc12	4.1%	-1.7	-0.6%	4.8%	-5.4%	-8.0%	2.3%	-12.0%	i

Continuation:
cpd	molecule	A549 tox	IL-2 act	Nrf2 activator	EPAC2 agonist	ATXN2 expr inh	HepG2 viability	Nrf2 block	TGFb SMAD3 inh	ATXN viability
21	Cc1ccc(NC(=S)NC2CCCC2)cc1	-0.3%	0.2	3.7%	?	24.7%	-4.9%	?	7.2%	i
22	S=C(Nc1ccccc1Cl)N1CCN(Cc2ccccc2)CC1	16.2%	-0.1	0.1%[9.22 µM]	-2.8%	2.0%	11.1%	-18.1%	10.7%	i
23	O=C(C1COc2ccccc2O1)N1CCN(c2nc3ccccc3s2)CC1 (centres undefined)	1.4%	-0.7	3.7%	16.6%	7.0%	-1.7%	5.1%	-17.7%	i
24	COc1ccc(NC(=O)C2CCC2)cc1S(=O)(=O)N1CCOCC1	6.7%	3.4	-0.6%	12.5%	1.9%	0.9%	8.0%	28.2%	i
25	CC1(C)CC(=O)c2cc(OCC(=O)N3CCN(c4ccccc4F)CC3)ccc2O1	-10.9%	-1.6	0.4%	4.6%	0.1%	-20.0%	-26.9%	-9.3%	i
26	O=C(Nc1ccc(C(=O)O)cc1)/C(=C\C=C\c1ccccc1)NC(=O)c1ccccc1Br	-6.2%	0.9	-0.4%	-9.3%	40.8%[activator]	-12.4%	4.9%	13.8%	i
27	COc1ccc(-[n+]2c(C)cc(/C=C3\Sc4ccccc4N3C)cc2C)cc1	9.2µM*	25.2	-1.6%	7.6%	?	-73.5%	0.231µM*	101.5%[activator]	?
28	COc1ccccc1N1CCN(C(=O)C2=CC=CN3CCS(=O)(=O)N=C23)CC1	-14.4%	-0.2	0.0%	4.2%	-30.6%	-35.2%	-10.2%	-9.7%	i
29	CC(Sc1nncn1C)C(=O)Nc1ccc(S(N)(=O)=O)cc1 (centres undefined)	-0.5%	0.1	-1.8%	2.5%	4.0%	-16.4%	-7.1%	-0.2%	i
30	COc1ccc(NC(=O)N(C)C[C@H]2Oc3ccc(NC(=O)Nc4c(C)noc4C)cc3C(=O)N([C@H](C)CO)C[C@H]2C)cc1	3.2%	-0.3	0.2%	2.3%	8.0%	9.1%	22.3%	0.2%	i
31	CCOc1ccccc1OCCOc1ccccc1CC	13.7%	-0.2	-0.9%	-8.1%	3.0%	5.8%	.	-37.2%	i
32	COc1ccc(NC(=O)CN(C)C(=O)c2cccc(S(=O)(=O)Nc3ccc(OC)cc3)c2)cc1	-8.8%	0.7	-0.3%	2.1%	-1.7%	-18.7%	6.9%	10.2%	i
33	O=C(Cn1ccc([N+](=O)[O-])n1)c1ccccc1	0.2%	-1.2	-0.4%	5.5%	3.3%	8.6%	7.8%	-5.9%	i
34	Cc1ccc(NC(=O)N[C@@H](CC(C)C)C(=O)O)c(C)c1	1.7%	6.5	-0.2%	-5.2%	1.9%	7.0%	-2.9%	13.8%	i
35	C=C(C)Cn1c(CNC(C)=O)nc2ccccc21	-1.2%	-0.3	-0.7%	0.7%	4.5%	4.6%	-3.0%	-3.9%	i
36	CC(C)N(C(=O)CSc1nnnn1C1CCCC1)C(C)C	-2.6%	0.9	0.4%	-4.1%	7.9%	5.8%	9.4%	-2.6%	i
37	CC(=O)c1ccc(N2CCN(C(=O)c3cccs3)C(C)C2)c(F)c1 (centres undefined)	-4.7%	-0.2	-0.7%	0.4%	.	-20.3%	-9.7%	-9.6%	i
38	COc1ccccc1NC(=O)COC(=O)Cc1ccc(S(=O)(=O)N2CCCCC2)s1	1.4%	0.7	0.0%	-1.7%	-37.8%	2.9%	15.2%	-4.5%	?
39	O=C(Nc1cccc(O)c1)c1c(O)c2ccccc2[nH]c1=O	-5.0%	1.4	?	-0.6%	47.8%[activator]	-25.8%	?	?	i
40	COc1ccc(C(CNC(=O)COc2ccccc2OC)N2CCCCC2)cc1 (centres undefined)	0.5%	3.1	-0.4%	8.9%	-15.7%	-27.6%	7.1%	-1.9%	i

From compound 32 up to 33, as listed above:
cpd	molecule	A549 tox	IL-2 act	Nrf2 activator	EPAC2 agonist	ATXN2 expr inh	HepG2 viability	Nrf2 block	TGFb SMAD3 inh	ATXN viability
32	COc1ccc(NC(=O)CN(C)C(=O)c2cccc(S(=O)(=O)Nc3ccc(OC)cc3)c2)cc1	-8.8%	0.7	-0.3%	2.1%	-1.7%	-18.7%	6.9%	10.2%	i
33	O=C(Cn1ccc([N+](=O)[O-])n1)c1ccccc1	0.2%	-1.2	-0.4%	5.5%	3.3%	8.6%	7.8%	-5.9%	i

Next records
cpd	molecule	A549 tox	IL-2 act	Nrf2 activator	EPAC2 agonist	ATXN2 expr inh	HepG2 viability	Nrf2 block	TGFb SMAD3 inh	ATXN viability
41	CC1(CCC#N)N=C(SCCC#N)N(c2ccccc2)C1=O (centres undefined)	-4.3%	1.7	-0.5%	7.4%	1.0%	-6.0%	-4.0%	-0.4%	i
42	Cc1cc(=O)oc2cc(OCCSCCN3CCCCC3)ccc12	12.5%	2.0	5.9%	8.0%	.	-4.2%	-16.2%	-1.1%	i
43	O=C(CNC(=O)c1ccc(Br)cc1)NCC(=O)OCC(=O)c1ccc([N+](=O)[O-])cc1	0.1%	0.0	2.9%	4.1%	-15.1%	1.5%	2.0%	2.1%	i
44	CCOC1=C2[C@@H](CN(S(=O)(=O)c3ccc(C)cc3)[C@H]2c2ccc(Cl)cc2)[C@H]2C(=O)N(c3ccccc3)C(=O)[C@H]2C1	.	1.1	-0.1%	6.6%	-5.3%	-1.4%	.	-7.0%	i
45	CCOc1ccc(C(=O)NCC(C)NC(=O)c2ccc(OCC)cc2)cc1 (centres undefined)	-5.2%	0.2	0.3%	3.3%	-12.5%	-11.3%	-7.1%	-2.7%	i
46	O=C(NNc1ccccc1)c1ccccc1	-0.2%	-5.8	3.0%	-0.9%	-11.2%	2.7%	-13.7%	?	i
47	O=C(NCCN1CCN(S(=O)(=O)c2ccc(F)cc2)CC1)C(=O)NCc1ccccc1	-9.6%	-0.5	-0.7%	8.0%	-3.5%	-0.6%	1.0%	2.1%	i
